Source: PubChem
UHRF1 MBD2 ctr – UHRF1 methylated DNA binding inhibitors, primary screen, counter-screen for MBD2 inhibitor project, biochemical, TR-FRET, human UHRF1, single concentration; E3 ubiquitin-protein ligase UHRF1 (Homo sapiens), Q96T88; UHRF1 binding to methylated oligo; inhibition, % at 4.4 µM; hit rate 0.75% among 370,000; AID 687016, 2013; in the data active = inhibition above about 21%;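 also: UHRF1 SRA domain binding a hemimethylated CpG hairpin DNA probe; 0% = median of test compound wells and 100% = reference inhibitor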
PRMT1 FP inh – PRMT1 methyltransferase inhibitors, primary screen, biochemical, fluorescence polarization. recombinant PRMT1, activity-based probe fluorescence polarization. hit rate 1.3% among 370,000. Protein arginine N-methyltransferase 1 (Homo sapiens), Q99873. inhibition, % at 2.79 µM;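 active = inhibition above about 21% made by adding two undisclosed values, limit read from the data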
TDP2 absorb – human TDP2 enzyme inhibitors, primary screen, biochemical, epi absorbance, recombinant enzyme | Tyrosyl-DNA phosphodiesterase 2 (Homo sapiens), O95551 | hit rate 0.34% among 370,000 | inhibition, % at 12.8 µM | T5PNP hydrolysis, p-nitrophenol absorbance 415 nm;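 active = inhibition above the mean of all tested compounds plus 3 SD, set per campaign, cut at about 25% in these data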;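 also: 0% = DMSO with enzyme and 100% = buffer with substrate but no TDP2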
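Assay system: Recombinant human TDP2 | Quantity: 120 nM TDP2 per well | Incubation: 2 h at 37 °C | Signal: Epi absorbance | Evaluation: Percent inhibition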
LEDGF integ inh – blockers of LEDGF/p75-dependent integrase strand transfer – biochemical, TR-FRET, high throughput, primary screen | HIV-1 integrase (with human LEDGF/p75) | TR-FRET IN-LEDGF/p75 DNA integration, Eu/Cy5 | inhibition, % at 3.7 µM | hit rate 0.64% among 370,000 | AID 743269, 2014;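 active = inhibition above the screen-wide mean plus 3 SD, cut at about 13% in these data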;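 also: signal is the Cy5 over europium emission ratio at 671 and 618 nm; 0% = plate median of compound wells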
SIAE inh – human SIAE inhibitors, primary screen, biochemical, fluorescence polarization, FP-Rh probe, 1536-well HTS; hit rate 0.69% among 370,000; Sialate O-acetylesterase (Homo sapiens), Q9HAT2; inhibition, % at 9.66 µM; AID 1053197, 2014; SIAE FP-Rh probe binding;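 active = inhibition above a cutoff: mean of compounds within the control limits plus 3 SD of those, cut at about 17% in these data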;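 also: 0% = plate median of compound wells and 100% = probe without SIAE protein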
Target sequence (Q9HAT2 whole entry, looked up): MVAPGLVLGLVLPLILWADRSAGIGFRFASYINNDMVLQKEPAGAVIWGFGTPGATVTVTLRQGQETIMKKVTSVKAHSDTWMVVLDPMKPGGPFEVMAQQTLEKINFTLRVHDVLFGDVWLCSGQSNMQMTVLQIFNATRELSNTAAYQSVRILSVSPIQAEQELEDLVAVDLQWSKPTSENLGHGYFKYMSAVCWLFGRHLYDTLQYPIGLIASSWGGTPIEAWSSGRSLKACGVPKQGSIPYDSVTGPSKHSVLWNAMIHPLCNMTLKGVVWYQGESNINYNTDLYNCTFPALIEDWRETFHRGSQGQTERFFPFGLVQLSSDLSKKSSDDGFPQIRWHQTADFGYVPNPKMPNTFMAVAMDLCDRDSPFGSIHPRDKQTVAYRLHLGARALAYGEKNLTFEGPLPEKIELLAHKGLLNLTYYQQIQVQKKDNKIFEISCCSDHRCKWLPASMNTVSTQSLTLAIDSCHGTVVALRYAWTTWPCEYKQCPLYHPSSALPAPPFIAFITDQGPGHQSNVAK
DDE Tn7 FP inh – inhibitors of Tn7 peptide binding to fibrin DD(E), primary screen, biochemical, fluorescence polarization, human fibrin, Tn7 probe; Fibrinogen beta chain (Homo sapiens), P02675; FP displacement of FITC-Tn7 peptide from fibrin DD(E); 0% = median of compound wells per plate; inhibition, % at 8.3 µM; hit rate 0.13% among 370,000; AID 720508, 2013;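 active = inhibition above the mean of compounds falling within the control limits plus 3 SD of them, cut at about 14% in these data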;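 also: 0% = plate median of compound wells and 100% = 10 µM Aha-Tn7 peptide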
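Assay system: human fibrin DD(E) protein / Input: 2 µM fibrin DD(E) / Benchmarks: high control of 10 µM Aha-Tn7 peptide / Measured by: fluorescence polarization of the labelled Tn7 tracer / Medium: Tris buffer with calcium and detergent, pH 7.8 / Timing: 10 min compound pre-incubation, 3 h probe incubation at room temperature / Repeats: one replicate per compound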
TCR CD3 inh – inhibitors of human TCR-CD3 interaction, primary screen, biochemical, fluorescence, TAMRA-labeled TCR probe | inhibition, % at 9.4 µM | hit rate 0.37% among 360,000 | T-cell receptor (TCR); in the data active = inhibition above about 19%;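 also: recombinant mutant TCR 2C K166C tagged with TAMRA read by polarization; 0% = receptor in buffer alone and 100% = receptor with positive control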
PG9 Ab binder – binders of HIV-1 gp120 antibody PG9, primary screen, biochemical, TR-FRET; TR-FRET gp120-PG9 antibody binding; hit rate 0.43% among 360,000; AID 624416, 2012; HIV-1 gp120 / PG9 antibody interaction; inhibition, % at 6.7 µM; in the data active = inhibition above about 8.5%
HTRA1 inh – HTRA1 serine protease inhibitors, primary screen, biochemical, fluorescence polarization, HTS. recombinant HTRA1, FP-rhodamine activity-based probe. inhibition, % at 5.96 µM. hit rate 0.5% among 340,000. AID 504803, 2011; in the data active = inhibition above about 36%;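 also: 0% = enzyme with DMSO and 100% = wells lacking enzyme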
ABHD4 inh – ABHD4 inhibitors, primary screen, biochemical, fluorescence polarization, mouse; purified mABHD4, FP-Rh probe fluorescence polarization; (Lyso)-N-acylphosphatidylethanolamine lipase (Mus musculus), Q8VD66; inhibition, % at 8.92 µM; AID 720543, 2013; hit rate 0.54% among 370,000;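 active = inhibition exceeding the mean over every tested compound plus 3 SD, cut at about 30% in these data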;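 also: 0% = plate median of compound wells and 100% = S159A mutant with DMSO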
Target sequence (Q8VD66 whole entry, looked up): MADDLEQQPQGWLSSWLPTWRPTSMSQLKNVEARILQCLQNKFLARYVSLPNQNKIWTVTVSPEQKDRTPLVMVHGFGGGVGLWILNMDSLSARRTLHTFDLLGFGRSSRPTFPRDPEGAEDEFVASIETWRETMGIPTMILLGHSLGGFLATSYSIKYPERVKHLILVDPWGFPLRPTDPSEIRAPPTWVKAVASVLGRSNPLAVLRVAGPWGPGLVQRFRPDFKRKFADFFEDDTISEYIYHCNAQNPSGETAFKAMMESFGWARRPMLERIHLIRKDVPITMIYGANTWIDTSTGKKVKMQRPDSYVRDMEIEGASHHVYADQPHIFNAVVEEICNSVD
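Assay system: wild-type mouse ABHD4 protein; compound: single nominal dose of 8.92 µM, 0.89% DMSO final; schedule: 45 min + 60 min at 25 °C; measured by: FP readout, ex 525 nm / em 598 nm; evaluation: % inhibition of FP-Rh probe binding versus controls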
Active calls of the source: *; · = no result given. No enrichment for hits. About 4.2% of those tested had a hit in this group.

1	CN(CC(=O)Nc1ccc(Cl)cc1)C(=O)CCC1CCCC1
2	O=C(NCC1CCCCC1)C1(CC2CC(c3cccc(Br)c3)=NO2)CCNCC1 (configuration not stated)
3	Cc1ccccc1-n1c(=O)c2ccccc2n(CC(=O)NCc2ccco2)c1=O
4	CCn1ccnc1[C@@H]1C[C@H]2CN(Cc3ccccc3OC)C(=O)[C@]23CCCN13
5	Cc1ccc(O)c(NC(=O)C2CC(c3ccc(F)cc3)=NO2)c1 (configuration not stated)
6	CC(=O)c1cccc(NC(=O)c2c(C)nn(-c3ccccc3)c2Cl)c1
7	COc1ccc(-n2c(C)cc(C(=O)CCl)c2C)cc1
8	COc1cc([N+](=O)[O-])cc(/C=N/NC(=O)C(C)Nc2ccccc2C)c1O (configuration not stated)

Assay by compound	1	2	3	4	5	6	7	8
UHRF1 MBD2 ctr	0	-2	8	2	3	-1	24*	-10
PRMT1 FP inh	7	-1	3	-5	-1	1	2	-4
TDP2 absorb	4	2	-11	-15	5	2	10	-10
LEDGF integ inh	0	-2	-2	1	1	-4	2	2
SIAE inh	5	-3	-3	1	1	1	7	8
DDE Tn7 FP inh	1	-2	3	-4	1	11	1	-10
TCR CD3 inh	3	-4	2	6	-1	2	-5	3
PG9 Ab binder	3.8	-0.6	-0.9	0.5	-2.1	2.2	-1.0	-4.1
HTRA1 inh	1	-2	4	-40	-10	-15	4	14
ABHD4 inh	6	4	1	0	0	-2	5	6

9	O=C(NCc1ccccn1)c1cc2ccccn2n1
10	NS(=O)(=O)c1cccc(NS(=O)(=O)c2ccc(/C=C/C(=O)O)cc2)c1
11	O=C(CCNS(=O)(=O)c1ccccc1F)NCc1ccc2c(c1)OCO2
12	COc1ccc(NC(=O)Cn2c(=O)oc3ccccc32)cc1
13	CC(C)Cc1cc(C(=O)O)c2ccccc2n1
14	COc1ccc(S(=O)(=O)N(C)C[C@H]2Oc3ccc(NC(=O)Nc4ccc5c(c4)OCO5)cc3C(=O)N([C@H](C)CO)C[C@@H]2C)cc1
15	CCC(C)(C)NC(=O)C(c1sccc1C)N(Cc1ccco1)C(=O)c1csnn1 (configuration not stated)
16	CCN1C(=O)[C@@H]2[C@H](C1=O)[C@@H]1C[C@H]3C(=O)N(CC)C(=O)[C@H]3[C@@H]3C1=C(C(=O)N1C(=O)OC(=NCC4CC4)[C@]31C)[C@@H]2C

Assay by compound	9	10	11	12	13	14	15	16
UHRF1 MBD2 ctr	9	-3	2	2	-1	-6	-3	4
PRMT1 FP inh	2	2	-1	-2	1	1	1	-1
TDP2 absorb	3	-3	-6	3	12	6	1	11
LEDGF integ inh	2	-2	-3	-3	-3	-1	2	0
SIAE inh	0	-5	2	1	13	12	4	4
DDE Tn7 FP inh	-8	9	1	0	0	0	1	3
TCR CD3 inh	12	5	7	-6	4	-4	2	0
PG9 Ab binder	2.5	0.1	-2.7	-1.0	-2.2	-0.5	-0.1	1.1
HTRA1 inh	2	0	1	1	0	-2	-3	-6
ABHD4 inh	-1	1	7	2	1	8	0	8

Single values from the list:
TDP2 absorb with CC(C)Cc1cc(C(=O)O)c2ccccc2n1 : 12
TDP2 absorb with O=C(NCc1ccccn1)c1cc2ccccn2n1 : 3
LEDGF integ inh with NS(=O)(=O)c1cccc(NS(=O)(=O)c2ccc(/C=C/C(=O)O)cc2)c1 : -2
UHRF1 MBD2 ctr with COc1ccc(S(=O)(=O)N(C)C[C@H]2Oc3ccc(NC(=O)Nc4ccc5c(c4)OCO5)cc3C(=O)N([C@H](C)CO)C[C@@H]2C)cc1 : -6
UHRF1 MBD2 ctr with O=C(CCNS(=O)(=O)c1ccccc1F)NCc1ccc2c(c1)OCO2 : 2
PRMT1 FP inh with CCN1C(=O)[C@@H]2[C@H](C1=O)[C@@H]1C[C@H]3C(=O)N(CC)C(=O)[C@H]3[C@@H]3C1=C(C(=O)N1C(=O)OC(=NCC4CC4)[C@]31C)[C@@H]2C : -1

Other entries:
17	CCCn1c(SCC(=O)Nc2nc(-c3ccc(OC)cc3)cs2)nc2c1c(=O)n(C)c(=O)n2C
18	O=C(c1cc2cc(F)ccc2[nH]1)N1CCN(Cc2ccc3c(c2)OCO3)CC1
19	Brc1cccc(-c2nnc(-c3ccccc3)o2)c1
20	CC1Sc2ccc(C(=O)N3CCCC(C(F)(F)F)C3)cc2NC1=O (configuration not stated)
21	COc1cc(N)c(Cl)cc1C(=O)OCC(=O)c1cccs1
22	Cc1ccc(S(=O)(=O)Cn2nnnc2C(c2ccccc2)N2CCN(c3ccccc3)CC2)cc1 (configuration not stated)
23	CCC(C)NC(=O)CSc1c2c(nc3ccccc13)CCCC2 (configuration not stated)
24	CCc1nnc(NC(=O)CCC(=O)NC2CCCC2)s1

Assay by compound	17	18	19	20	21	22	23	24
UHRF1 MBD2 ctr	0	2	3	-2	1	1	-4	0
PRMT1 FP inh	-4	0	2	0	4	-3	3	0
TDP2 absorb	7	-8	8	5	3	-17	10	5
LEDGF integ inh	0	0	-2	-3	-1	3	-1	0
SIAE inh	0	-2	3	2	-4	-7	0	-3
DDE Tn7 FP inh	0	-9	2	11	4	1	-2	-3
TCR CD3 inh	1	0	-12	3	-6	-2	9	6
PG9 Ab binder	-1.4	-0.1	2.9	0.8	6.2	-4.3	-1.0	0.0
HTRA1 inh	3	-14	-24	-3	-11	4	-7	8
ABHD4 inh	-2	1	-3	-3	-1	-1	-5	2

25	CCN(Cc1nc2cc(Cl)ccc2c(=O)[nH]1)C(=O)c1cc2c(s1)CCCCC2
26	FC(F)(F)c1cc(Oc2ccc(Cl)cc2)ncc1-c1nnc(-c2ccc(Cl)cc2)o1
27	CCOC(=O)c1c(S(=O)(=O)N2CCC(C)CC2)c(C)n(C)c1C
28	CC(C)c1ccccc1NC(=O)CCc1nc2ccccc2s1
29	CCC/S(CC1CC1(Cl)Cl)=N\S(=O)(=O)c1ccc(C)cc1 (configuration not stated)
30	CN(C)Cc1csc(NC(=O)Nc2ccccc2-c2ccccc2)n1
31	COc1cc(NC(=O)Nc2ccc3c(c2)OCO3)cc(OC)c1OC
32	Cc1ccc(Cn2c(-n3nc(C)cc3C)nc3c2c(=O)[nH]c(=O)n3C)cc1

Assay by compound	25	26	27	28	29	30	31	32
UHRF1 MBD2 ctr	2	-2	-2	-6	-4	2	-1	-3
PRMT1 FP inh	5	-2	-2	32*	-2	4	-4	1
TDP2 absorb	-5	-2	-3	8	-4	9	-3	3
LEDGF integ inh	3	-4	2	2	-2	1	0	-1
SIAE inh	-4	-9	-3	4	1	1	4	4
DDE Tn7 FP inh	1	-4	0	2	1	5	1	-3
TCR CD3 inh	-7	1	4	9	5	-8	4	3
PG9 Ab binder	-0.5	-1.1	-1.7	-0.8	1.1	0.4	0.4	-0.1
HTRA1 inh	-7	11	-2	0	-1	·	1	6
ABHD4 inh	-10	6	-2	0	3	-1	-4	0

2 records picked at random from the list so far:
29	CCC/S(CC1CC1(Cl)Cl)=N\S(=O)(=O)c1ccc(C)cc1 (configuration not stated)
27	CCOC(=O)c1c(S(=O)(=O)N2CCC(C)CC2)c(C)n(C)c1C

Assay by compound	29	27
UHRF1 MBD2 ctr	-4	-2
PRMT1 FP inh	-2	-2
TDP2 absorb	-4	-3
LEDGF integ inh	-2	2
SIAE inh	1	-3
DDE Tn7 FP inh	1	0
TCR CD3 inh	5	4
PG9 Ab binder	1.1	-1.7
HTRA1 inh	-1	-2
ABHD4 inh	3	-2

(more compounds)
33	COc1ccccc1-c1cc(NC(C)=O)c2ncc(-c3cccc(C(C)=O)c3)n2c1
34	C=CCn1c(SC2CCOC2=O)nc2sc(CC)cc2c1=O (configuration not stated)
35	NS(=O)(=O)c1ccc(-c2ccc(/C=C3\SC(=S)N(C4CCS(=O)(=O)C4)C3=O)o2)cc1 (configuration not stated)
36	Cc1cc2c(c(=O)n1Cc1ccccn1)C(c1ccc3c(c1)OCO3)C(C#N)=C(N)O2 (configuration not stated)
37	COc1cc(OC)cc(-c2c(-c3cccs3)c3cc(-c4cccc5[nH]ccc45)ccc3n2C)c1
38	COc1cc(OC)c(N(C)S(=O)(=O)c2cccc(C(=O)NC3=NCCS3)c2)cc1Cl
39	CCOC(=O)c1cc(-c2ccc(C)cc2)n(CCC(=O)NC(C)CC)c1C (configuration not stated)
40	Cc1nn(CCS(=O)(=O)c2ccc(Cl)cc2)c(C)c1Br

Assay by compound	33	34	35	36	37	38	39	40
UHRF1 MBD2 ctr	-3	1	1	-1	21	0	1	0
PRMT1 FP inh	5	-3	42*	1	-1	0	1	1
TDP2 absorb	6	3	29*	-7	6	-7	4	13
LEDGF integ inh	0	2	6	-3	2	-2	0	-1
SIAE inh	-14	3	3	-1	-2	-5	0	4
DDE Tn7 FP inh	5	2	-2	4	2	3	7	-2
TCR CD3 inh	1	-8	-14	4	1	-1	-2	1
PG9 Ab binder	0.5	3.7	-3.2	-1.5	0.1	0.2	-1.0	0.9
HTRA1 inh	·	-1	5	10	35	-18	-8	·
ABHD4 inh	-1	0	30*	1	-7	-7	12	-5

41	COc1ccc(-c2cnc3c(NC(C)=O)cc(-c4cccc(NS(C)(=O)=O)c4)cn23)cc1OC
42	CC(NC(=O)CCNS(=O)(=O)c1cccc2nsnc12)c1ccccc1 (configuration not stated)
43	Cc1cc(Oc2ccc(C)c(Cl)c2)nc(SCC(=O)c2ccccc2)n1
44	COC(=O)CC1C(=O)NCCN1C(=S)Nc1ccc(F)cc1 (configuration not stated)
45	CCCn1c(N)c(C(=O)CSc2nnnn2-c2ccc(O)cc2)c(=O)n(C)c1=O
46	CS/C(=N\N(C)C(N)=O)c1ccccc1
47	Cc1cc(C)nc(SCc2nnc(SCC(=O)NCc3ccco3)n2-c2ccccc2)n1

Assay by compound	41	42	43	44	45	46	47
UHRF1 MBD2 ctr	1	0	2	1	-3	-3	-2
PRMT1 FP inh	-5	-4	0	-1	-3	-2	1
TDP2 absorb	-7	-10	-3	12	-4	7	10
LEDGF integ inh	3	-1	-1	-1	2	2	3
SIAE inh	-9	-1	-2	4	1	3	12
DDE Tn7 FP inh	-5	0	-3	7	-4	2	3
TCR CD3 inh	-2	9	-1	-1	1	1	-2
PG9 Ab binder	-0.6	-2.7	-1.9	-0.8	1.5	0.1	1.6
HTRA1 inh	·	10	-30	2	-12	1	0
ABHD4 inh	2	-8	-3	0	-6	-2	3
